# Hsp70 activator: Hsp70 transcriptional activators, primary screen, cell-based, HeLa, Hsp70 promoter luciferase, luminescence, 10 µM; HeLa Hsp70 promoter luciferase reporter; scaled: vehicle 0, proteasome-inhibitor control 100%; activation, % at 10 µM; 200,000 tested, 0.04% active;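 active = activation above the mean across all tested compounds plus 3 SD, cutoff set per campaign, cut at about 5.5% in these data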;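 note: 100% = MG132 at 30 µM as the positive control and 0% = DMSO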
# FLuc stim CS: FLuc activators, initial screening, artefact control for FLuc-dependent activation tests, biochemical, ATPlite luminescence. Luciferin 4-monooxygenase (Photinus pyralis), P08659. ATPlite luciferase biochemical, 10 min; 0 = ATP-free wells, 1 = DMSO control. activation factor at 10 µM. 200,000 tested, under 10 active. AID 1027, 2008;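 active = luciferase activation factor, scaled between plate controls, of at least 2 with compound at 10 µM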
# Target sequence (P08659 whole entry, looked up): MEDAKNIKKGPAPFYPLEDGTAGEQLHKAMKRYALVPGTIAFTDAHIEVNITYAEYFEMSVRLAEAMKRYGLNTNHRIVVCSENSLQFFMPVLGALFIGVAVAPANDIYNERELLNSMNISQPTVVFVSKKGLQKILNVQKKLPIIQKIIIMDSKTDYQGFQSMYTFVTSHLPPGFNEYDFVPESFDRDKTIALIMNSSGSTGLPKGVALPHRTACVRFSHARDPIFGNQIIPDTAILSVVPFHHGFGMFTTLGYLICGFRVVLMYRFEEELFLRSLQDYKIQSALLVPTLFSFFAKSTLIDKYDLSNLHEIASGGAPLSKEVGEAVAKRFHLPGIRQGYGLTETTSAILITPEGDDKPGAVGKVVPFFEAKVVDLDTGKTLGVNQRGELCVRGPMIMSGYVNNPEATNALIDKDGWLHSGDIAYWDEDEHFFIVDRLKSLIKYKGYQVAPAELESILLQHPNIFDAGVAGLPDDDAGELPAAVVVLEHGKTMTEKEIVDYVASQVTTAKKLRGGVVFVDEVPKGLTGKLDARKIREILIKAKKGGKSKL
#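 Material: Luciferase/luciferin reagent mix | Doses: Test compounds dosed from 2 mM stocks in 100% DMSO | Timing: 10 min incubation after luciferase reagent addition, room temperature | Measured by: Luminescence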
# FLuc inh counter: firefly luciferase enzyme inhibitors, primary screen, artefact control for luciferase-based inhibitor screens, biochemical, luminescence, ATPLite; Luciferin 4-monooxygenase (Photinus pyralis), P08659; 10 min; inhibition, % at 10 µM; 200,000 tested, 1.5% active;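 active = inhibition above about 50% when tested at 10 µM, limit read from the data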
# APP 5UTR inh: inhibitors of APP translation via 5'UTR reporter, primary screen, APP 5'UTR luciferase, SH-SY5Y cells | SH-SY5Y APP 5'UTR-luciferase reporter, luminescence | inhibition, % at 2 µM | 190,000 tested, 0.82% active;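 active = inhibition above a set limit, derived from the sample mean plus 3 SD, cut at about 45% in these data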; note: values of inactives mirror those of a sister screen read the other way
# HMGR II inh: inhibitors of E. faecalis class II HMGR, primary screen, biochemical, Enterococcus faecalis; HMG-CoA reductase (Enterococcus faecalis, mvaE); purified E. faecalis HMGR, NADPH absorbance 340 nm kinetic; inhibition, % at 10 µM; 190,000 tested, 0.41% active; AID 1066, 2008;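 active = inhibition above a set limit, the median over all tested compounds plus 3 SD, cut at about 9.5% in these data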;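 note: enzyme runs in reverse so mevalonate oxidation gives rising NADPH absorbance; 0% = complete reaction with DMSO and 100% = background rate lacking mevalonate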
# NF-kB neuron act: activators of NF-kB expression in neurons, primary screen, cell-based, HTS; human neuronal cells, NF-kB reporter expression; active compounds read high; fold change at 12.5 µM; 190,000 tested, 1.6% active; AID 1239, 2008; in the data active = fold change above about 3.3
# Redox H2O2 prof: compounds producing H2O2 with reducing agent – biochemical, NIH compound library profiling, artefact control for MLSCN library redox annotation, primary screen; activation, % at 10 µM; AID 878, 2007; DTT-dependent redox cycling H2O2, phenol red/HRP absorbance; 100% = 100 µM peroxide control, 0% = buffer; 200,000 tested, 0.03% active;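 active = activation of at least 50% relative to the plate's high and low controls in the primary single-dose screen; inactive = activation below 50%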;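 note: compound incubated with DTT at 0.8 mM final as the reducing agent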
# APP 5'UTR act: activators of APP 5'UTR luciferase reporter, primary screen, SH-SY5Y cells. SH-SY5Y APP 5'UTR luciferase reporter, luminescence; zero percent = DMSO vehicle wells. activation, % at 2 µM. 190,000 tested, 1% active. AID 1276, 2008;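 active = activation above a set limit, based on mean plus 3 SD of controls, cut at about 140% in these data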; note: values of inactives mirror those of a sister screen read the other way
# STAT1 activator: STAT1 signaling activators, primary screen, cell-based, HTS, luciferase reporter. 200,000 tested, 2.6% active. activation (% of control), % at 5.5 µM. NIH 3T3 STAT1-luciferase reporter, IFN-gamma, luminescence; 100% = IFN-gamma alone, no compound. AID 932, 2007;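 active = activation above the screen-wide mean activation plus 3 SD, cut at about 130% in these data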;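 note: raw ratio to IFN-gamma control signal so 100% means no change and 0% no light; values of inactives mirror those of a sister screen read the other way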
# G6PDH CS: L. mesenteroides G6PDH inhibitors, counter-screen for G6PDH-coupled screening assays, biochemical, Leuconostoc mesenteroides enzyme | glucose-6-phosphate dehydrogenase [Leuconostoc mesenteroides] | Purified L. mesenteroides G6PDH, diaphorase/resazurin coupled fluorescence, 45 min | inhibition, % at 5 µM | 200,000 tested, 0.12% active | AID 1020, 2008; in the data active = inhibition above about 50%
# Starred values were filed as active, the others as inactive; · = not tested or not shown. Hits appear at their usual frequency. Share with any hit: about 5.3%.
SMILES,Hsp70 activator,FLuc stim CS,FLuc inh counter,APP 5UTR inh,HMGR II inh,NF-kB neuron act,Redox H2O2 prof,APP 5'UTR act,STAT1 activator,G6PDH CS
Clc1ccc(-c2nc3ccccc3n2OCc2ccccc2)cc1,-0.5,1.1,-5,·,0,1.4,5.4,·,106,2
COc1ccc(CC(=O)Nc2cc(C)on2)cc1,-0.1,1,-2,5,-7,1.2,-2.9,-5,102,-5
O=C(c1cccs1)c1coc2ccc(O)c(CN(CCO)CCO)c12,-0.5,1.1,-6,-17,1,1.3,-0.1,17,94,5
CCCc1cc(=O)oc2c(CN3CCCC3)c(O)c(Cl)cc12,-0.2,1.1,-7,-5,0,0.91,-0.5,5,100,4
COc1ccc(-c2nc(=S)c3c([nH]2)Oc2ccc(C)cc2C3)cc1O,-0.5,1.1,-7,-6,-2,1.1,-0.1,6,101,-6
CC(=O)c1ccc(NC(=O)CN(C)CC(=O)Nc2cccc(F)c2)cc1,0.0,1,-2,26,-1,1,0.2,-26,104,-2
COc1ccccc1CNC(=O)c1cc2c(s1)CS(=O)(=O)C2,-0.2,1.1,-8,0,-2,1,-3.1,0,95,-8
CC(C)CC(OC(=O)c1ccco1)C(=O)NCC1CCCO1 (configuration not stated),-0.1,1.1,-10,-8,-4,1.2,-0.3,8,93,2
COc1cc(NC(=S)N2CCN(C(=O)C3CCCO3)CC2)c(OC)cc1Cl (configuration not stated),-0.4,1.1,-10,-8,0,1.1,-0.1,8,99,8
Cc1cc(NC(=O)NC(C(F)(F)F)C(F)(F)F)no1,0.2,1,-4,-3,-1,1,1.2,3,104,19
CCS(=O)(=O)N1CCCC(C(=O)NC2CCC(C)CC2)C1 (configuration not stated),-0.5,1.1,-5,-12,-4,1.1,-1.1,12,99,2
CCc1ccc2nc3sc(C(=O)Nc4nnc(CC)s4)c(N)c3cc2c1,0.4,0.5,52*,-11,3,1.6,-5.9,11,109,7
CCOC(=O)c1ccccc1NC(=O)Cn1cnc2c(nnn2-c2ccc(C)cc2)c1=O,-0.3,1.1,-6,-5,0,1.1,-3.7,5,97,-42
Cc1cc(C)cc(-n2c(C)cc(/C=N\NC(=O)COc3cccc4cccnc34)c2C)c1,-0.4,1.1,-8,-16,-2,0.49,-0.1,16,107,-46
Cc1cc(C)c2c3c(sc2n1)C(=O)N(C)CC(=O)N3,0.2,1,-2,10,0,1.2,-0.3,-10,96,-2
CC(=O)Nc1ccc(S(=O)(=O)N2CCSC2c2ccco2)cc1 (configuration not stated),0.1,1,0,-12,1,·,-1.1,12,104,11
Cc1ccc(CC(NC(=O)c2ccccc2)C(=O)NCC(=O)O)cc1 (configuration not stated),-0.3,1.1,-8,17,2,1.2,0.2,-17,103,14
Cc1nc2c(Cl)cc(Cl)cc2[nH]1,0.6,1,-4,3,3,0.96,-3.5,-3,106,-3
Nc1nc(CSc2n[nH]c(-c3ccccc3)n2)nc(Nc2ccccc2)n1,-0.3,1,-3,-6,-3,0.62,-1.5,6,96,-23
COc1ccc(N(C)C(=O)CCS(=O)(=O)c2cccc3nonc23)c(OC)c1,0.5,1,-3,-2,-1,1.2,-0.3,2,106,4

# Single records, as listed above.
# `Clc1ccc(-c2nc3ccccc3n2OCc2ccccc2)cc1` is entered as Hsp70 activator: -0.5; FLuc stim CS: 1.1; FLuc inh counter: -5; APP 5UTR inh: ·; HMGR II inh: 0; NF-kB neuron act: 1.4; Redox H2O2 prof: 5.4; APP 5'UTR act: ·; STAT1 activator: 106; G6PDH CS: 2
# `Cc1nc2c(Cl)cc(Cl)cc2[nH]1` is entered as Hsp70 activator: 0.6; FLuc stim CS: 1; FLuc inh counter: -4; APP 5UTR inh: 3; HMGR II inh: 3; NF-kB neuron act: 0.96; Redox H2O2 prof: -3.5; APP 5'UTR act: -3; STAT1 activator: 106; G6PDH CS: -3

# Next section:
SMILES,Hsp70 activator,FLuc stim CS,FLuc inh counter,APP 5UTR inh,HMGR II inh,NF-kB neuron act,Redox H2O2 prof,APP 5'UTR act,STAT1 activator,G6PDH CS
O=C(CSc1ccc(-c2ccccc2)nn1)NCc1ccco1,0.2,1,-1,-2,-7,1.3,3.5,2,102,10
CC1CCN(c2nc3c(c(=O)[nH]c(=O)n3C)n2CCCc2ccccc2)CC1,0.0,1,-4,7,3,0.56,-3.3,-7,99,3
Cc1ccc(NC(=O)CN2CCC(C(N)=O)CC2)cc1[N+](=O)[O-],0.1,1,-3,3,-8,1.1,0.4,-3,96,2
FC(F)(F)c1cccc(N2CCN(Cc3ccoc3)CC2)c1,-0.2,1,3,-6,-1,1.1,3.4,6,96,7
Cn1cc(CN2CCC(C(O)CCc3ccccc3)CC2)c(-c2ccccc2F)n1 (configuration not stated),-0.1,1,-2,-8,-1,0.85,-0.2,8,97,14
O=C(CSc1nnc(NC2CCCCC2)s1)NC1CCS(=O)(=O)C1 (configuration not stated),0.0,1,-2,2,3,1.2,0.5,-2,106,12
O=C(CN1CCN(S(=O)(=O)c2ccc(F)cc2)CC1)Nc1cc(C(F)(F)F)ccc1Cl,-0.5,1.1,-6,13,-1,1,1.4,-13,102,-4
Cc1cccc(C)c1NC(=O)NN(C(=O)c1ccccc1)C(C)(C)C,0.0,1.1,-7,16,-4,1.1,0.4,-16,97,10
Cc1nc(SCC(=O)NC(=O)NC2CCCCC2)nc(C)c1C,-0.4,1.1,-8,4,2,1,-0.9,-4,100,5
COc1cc(/C=N/NC(=O)CNC(=O)c2cccs2)ccc1O,0.3,0.8,18,7,1,0.91,-0.2,-7,105,6
COc1ccccc1NC(=O)NCC(c1ccco1)N1CCCCC1 (configuration not stated),-0.2,1,-2,-4,0,1.2,0.5,4,99,2
NC(=O)CSc1nnc(CSc2ncccn2)n1-c1ccccc1,-0.1,1.1,-7,7,-1,1,1.3,-7,104,2
Cc1ccc(CC2C(=O)N(c3ccc(C)cc3)C(=O)C2C)cc1 (configuration not stated),0.1,1,-4,-28,-2,2.1,-0.9,29,108,3
CCN1C(=O)/C(=C2/Sc3ccc(OC)cc3N2C)SC1=Nc1ccc(C)cc1,-0.2,·,·,-10,·,·,1.8,10,107,·
COc1cc2c(cc1OC)C(c1ccc3c(c1)OCO3)CC(=O)N2 (configuration not stated),-0.2,1,-3,10,-3,0.96,0.0,-10,97,2
CCOC(=O)c1cc(NC(=O)/C=C\C(=O)O)ccc1Cl,-0.2,0.9,5,-11,-5,1.9,0.0,11,88,17
O=C(COC(=O)c1ccccc1NC(=O)C1CC1)c1ccc2c(c1)OCCO2,0.0,0.3,72*,-38,1,0.59,0.1,38,159*,-42
CN1CCN(c2nc3c(c(=O)[nH]c(=O)n3C)n2CC(N)=O)CC1,-0.1,1.1,-6,-3,1,1,2.0,3,108,2
O=c1[nH]c2ccc(NS(=O)(=O)c3ccc(Cl)cc3)cc2[nH]1,-0.2,1.1,-8,42,-4,1.1,-2.3,-42,95,6
COC(=O)c1sccc1NC(=O)CNC(=O)c1ccccc1,-0.3,1.1,-6,16,-4,1.2,0.0,-16,100,1
Cc1nc(NCC2CCCO2)[nH]c(=O)c1CCC(C)C (configuration not stated),0.2,1.1,-6,-9,-8,1.1,-0.6,9,88,3
N#CCSc1nc2ccccc2c(=O)n1CC1CCCC1,-0.1,1,-2,3,-8,1.2,-0.2,-3,89,15
O=S(=O)(c1ccccc1)c1nc(-c2ccccc2Cl)oc1NCCN1CCOCC1,-0.6,1,-3,-8,-6,0.94,0.2,8,101,10
COC(=O)c1ccc(COc2ccc(/C=C(\C#N)c3nc4ccccc4[nH]3)cc2OC)o1,0.3,1,-3,1,-8,0.48,-6.0,-1,90,9
O=C1CC(Cc2ccc(Cl)cc2)C(=O)N1c1ccccn1 (configuration not stated),-0.2,1,-3,14,-2,1.1,2.4,-14,98,-2
CCOC(=O)c1cccc(NC(=O)c2ccco2)c1,0.1,0.9,9,-27,0,1.4,-2.3,27,114,32
CC(C)c1ccc(-c2nc(N3CCCCCC3)nc3n[nH]c(N)c23)cc1,-0.3,1,-3,-16,-4,0.75,0.1,16,103,2
COc1ccccc1NC(=O)C(NC(=O)OC(C)(C)C)C(C)OCc1ccccc1 (configuration not stated),-0.3,1.1,-5,14,-1,1,-2.7,-14,100,3
Cc1ccc(S(=O)(=O)NCC2CCC(C(=O)NCCCOC(C)C)CC2)cc1 (configuration not stated),0.1,1,-4,-3,-1,1.2,0.3,3,89,4
CCOc1cc(NS(=O)(=O)CC)c(OCC)cc1NC(=O)c1ccco1,1.6,1,0,4,4,0.78,-3.5,-3,103,1
Cc1nn(C)cc1C(=O)Nc1c(C)nn(Cc2ccccc2Cl)c1C,-0.2,1.1,-5,-22,1,1,-0.6,23,101,-1
CC(=O)N(c1ccc(C)cc1)C1C=CS(=O)(=O)C1 (configuration not stated),-0.4,1,2,0,-5,1.1,-0.9,0,100,9
COc1cc2nc(Cl)nc(N3CCOCC3)c2cc1OC,-0.2,1,-3,5,0,1.1,-0.3,-5,99,10
Cc1c(Cl)cccc1NC(=O)CCN1CCCCCC1,0.3,1,-2,-7,-3,1,1.9,7,100,6
CCCN(Cc1cc2cc(OC)ccc2[nH]c1=O)C(=O)c1ccncc1,-0.1,1,1,4,-1,0.99,-1.5,-4,94,-2
COc1ccc(-c2cc(C(F)(F)F)nc(N3CCN(C)CC3)n2)cc1,-0.2,1.1,-11,1,2,1.2,-1.0,-1,100,0
c1ccc(COCCN2CCN(CCOCc3ccccc3)CC2)cc1,-0.4,1,-2,-4,-3,0.97,0.1,4,103,6
CC(=O)N1[C@H](C)C=C[C@]1(Cc1ccccc1)C(=O)NCc1cc(F)cc(C(F)(F)F)c1,-0.4,1,-2,6,2,1.1,0.3,-6,113,18
CCOC(=O)c1ccc(NC(=O)CN2C(=O)CCC2=O)cc1,-0.2,1,0,-2,0,1.1,-0.7,2,100,4
O=C(NCCCN1CCOCC1)c1cc2c(s1)CSC2,-0.2,1,-4,13,-4,1,-1.2,-13,109,10
CCCC(=O)C1=C(O)C(C(=O)OC)C(C)(C)CC1=Nc1ccncc1 (configuration not stated),-0.2,1,-3,-23,-3,0.95,-0.2,53,102,12

# Already shown: an excerpt of the list.
SMILES,Hsp70 activator,FLuc stim CS,FLuc inh counter,APP 5UTR inh,HMGR II inh,NF-kB neuron act,Redox H2O2 prof,APP 5'UTR act,STAT1 activator,G6PDH CS
Clc1ccc(-c2nc3ccccc3n2OCc2ccccc2)cc1,-0.5,1.1,-5,·,0,1.4,5.4,·,106,2
COc1ccc(CC(=O)Nc2cc(C)on2)cc1,-0.1,1,-2,5,-7,1.2,-2.9,-5,102,-5
O=C(c1cccs1)c1coc2ccc(O)c(CN(CCO)CCO)c12,-0.5,1.1,-6,-17,1,1.3,-0.1,17,94,5

# Screening data deposited in PubChem by several laboratories.
